Peg3 imprint: inducers of genomic imprint erasure in mouse ES cells; mouse ES Peg3-LacZ reporter, beta-gal luminescence, 40 h; Potency, µM (top dose mostly 60.7 µM), for the others: at the highest dose activity change, positive = activation, hits mostly activators; 0.02% of 110,000 active; AID 1948;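 also: 0% = negative control wells on the plate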
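Gelatin-coated wells received 300 freshly trypsinized female ES cells with a Peg3LacZ-Neo reporter on the maternal allele, then incubated 40 hours at 37C. BetaGlo was added for 5 minutes at room temperature before a single luminescence read.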
IkB sig inh: IkB pathway inhibition in ABC-DLBCL cells. ABC-DLBCL IkBa-CBG/CBR dual luciferase ratio, 4 h; response scale: scaled: untreated 0%, proteasome inhibitor 100%. Potency, µM (doses to about 57.1 µM), inactives show at the highest dose IkBa stabilization activation. 0.04% of 110,000 active. AID 445; active = well fitted curve in the direction sought with a large enough effect in the signal ratio, not every such curve was filed as active; inconclusive = small, poorly fitted or top-dose-only effect, or a change in a side signal; the % refers to the signal ratio;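 also: the direction sought is a rising ratio; 0% = basal untreated cells and 100% = reference inhibitor full response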
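Luminescence ratio of IκBα-fused green versus native red beetle luciferase in OCI-Ly3 cells, 4 h post-doxycycline with compound; red signal alone, scaled from basal (0%) to zero light (-100%), flagged nonspecific or cytotoxic effects.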
p53ts 39C kill: kills p53ts cells at the nonpermissive temperature | H1299-p53A138V viability at 39C, ATP luminescence, 24 h | Potency, µM (series often up to 46.1 µM), for the others: at the top dose activity change, negative = cell killing, usual class: cytotoxic | 1.5% of 130,000 active | AID 902; also: nearly all actives have a fitted effect of over 55% in size
p53ts 32C kill: cytotoxicity in p53ts cells at permissive temperature; H1299-p53A138V at 32C, ATP luminescence viability, 24 h; Potency, µM (top dose mostly 46.1 µM), without a hit: at the highest dose activity change, negative = cytotoxicity, most hits filed as cytotoxic; 0.93% of 130,000 active; AID 924;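 also: 0% = DMSO and -100% = full killing by reference compound; nearly all actives have a fitted effect of over 55% in size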
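H1299-p53 A138V cells (temperature-sensitive p53) exposed 24 h to up to 46 uM compound at 32C, where p53 is wild-type in conformation. Viability read as ATP luminescence and normalised to DMSO and 100 uM tamoxifen. AC50 fitted with the Hill equation.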
Numbers without * were called inactive; ? = inconclusive; nt = not tested or not shown; [ ] = remark or other dose. Unless noted, calls follow the shape of the dose curve; as a rule, active = well fitted curve in the direction sought with a large enough effect; inconclusive = small, poorly fitted or top-dose-only effect, or another doubt; inactive = no such curve, though single readings can be large; an effect the other way counts as inactive or inconclusive. Unless noted, % is scaled to controls: 0 for no effect and ±100 for the full control effect; potency is read from the fitted curve at half-maximal effect.

SMILES | Peg3 imprint | IkB sig inh | p53ts 39C kill | p53ts 32C kill
COc1ccc(N(C(=O)c2ccccc2)S(=O)(=O)c2ccc3c(c2)n(C)c(=O)n3C)cc1 | -8%[10.9 µM] | 1.1% | 2% | 9%
Cc1cc(C)cc(NC(=O)CSc2nc(-c3ccccc3)c3cc(F)ccc3n2)c1 | -9%[10.9 µM] | -1.5% | 3% | 5%
COc1cc2c(=O)n(CCC(=O)NCC3CCCO3)c(=O)n(CC(=O)Nc3ccc(C)c(C)c3)c2cc1OC (stereo unspecified) | -8%[10.9 µM] | 5.6% | -1% | 0%
CCc1ccc(NC(=O)CSc2nc3ccccc3nc2Cc2ccccc2OC)cc1 | -5%[10.9 µM] | 1.3% | -10% | 8%
CCc1ccccc1NC(=O)Cn1nnc(-c2nc(-c3ccc(C)cc3)no2)c1N | 3%[10.9 µM] | -0.4% | -10% | 4%
Cc1ccc(CN(C(=O)c2ccc([N+](=O)[O-])cc2)c2ccccn2)cc1 | 1%[10.9 µM] | ? | -9% | 1%
COc1cccc(C(=O)c2cn(CC(=O)Nc3ccc4c(c3)OCCO4)c3nc(C)ccc3c2=O)c1 | 3%[10.9 µM] | -0.4% | -9% | 11%
CC1CCCCC1NC(=O)Cn1nnc(-c2ccc(Cl)cc2)n1 (stereo unspecified) | 0% | -0.8% | -11% | -1%
Cc1ccc(-c2nnc3ccc(SCC(=O)N4CCCCC4)nn23)cc1 | -3% | -2.0% | -9% | 4%
Cc1nn(-c2ccccc2)c2c1C(c1c(C)[nH]c(C#N)c1C)C(C#N)=C(N)O2 (stereo unspecified) | -4% | 6.7% | -2% | -4%
CCC1Oc2ccc(C)cc2N(Cc2cccc(C)c2)C1=O (stereo unspecified) | -19% | 0.9% | -21% | -8%
Cc1cc(-c2ccccc2C(=O)O)on1 | 2% | 1.2% | 8% | 7%
COC(=O)c1ccc(CN2[C@H](C(=O)OC)C[C@@]3(O)[C@H](O)[C@H](O)[C@H](O)C[C@@H]23)cc1 | -2% | nt | 10% | 8%
COCCN1Cc2cccc(C(=O)Nc3cccnc3)c2C1=O | 10% | -1.4% | 2% | -3%
CCn1c(Cn2nnc(-c3ccccc3)n2)nnc1SCC(=O)N1CCOCC1 | -4% | 0.9% | 10% | 3%
CCn1cc(C(=O)OCC(=O)Nc2cc(C)cc(C)c2)c(=O)c2ccc(C)nc21 | -1%[10.9 µM] | 1.1% | 20% | 7%
COc1ccc(CCC(=O)Nc2ccc3c(c2)OCCO3)cc1 | 7% | -0.1% | -3% | -7%
N#CCC(=O)N1CCCCCC1 | 1% | 0.6% | 3% | -3%
Cc1ccccc1C(=O)N1CCN(CCc2ccccn2)CC1 | 10%[10.9 µM] | ? | 4% | -5%
Cn1c(=O)n(-c2ccc(Br)cc2F)c(=O)c2sc3ccccc3c21 | -14%[10.9 µM] | -2.5% | -19% | -19%
CN(C(=O)COc1ccccc1)c1nnc(-c2ccncc2)s1 | nt | -0.3% | -2% | -5%
CCCCOc1ccc(C2=NC(c3ccncc3)=Nc3ccc(Br)cc3N2)cc1 | -2%[10.9 µM] | -1.4% | -22% | 14%
COc1ccccc1N1CCN(C(=O)CCSCc2ccccc2F)CC1 | -15%[10.9 µM] | ? | ? | -1%
Cc1cc(C)c(NC(=O)Cn2c(=O)n(CCC(=O)NCc3ccc4c(c3)OCO4)c(=O)c3ccccc32)c(C)c1 | 10%[10.9 µM] | 3.3% | 24% | 14%
Cc1ccc(NC(=O)Nc2ccc3c(c2)N(C)C(=O)CS3)nc1 | 7% | -1.8% | 0% | -4%
C=CCn1c(CSc2nc3ccccc3s2)nnc1SCC(=O)NCc1ccco1 | -12% | 6.1% | 1% | -7%
CC(C)c1ccc(NC(=O)c2cc3c(s2)-c2ccccc2SC3)cc1 | -5%[10.9 µM] | ? | -29% | 2%
Cc1ccc(-n2ncc3c(=O)[nH]c(SCC(=O)N4CCN(c5ccccc5)CC4)nc32)cc1 | -14% | -0.2% | 0% | 14%
CCCn1c(C)nc2c(Nc3ccccc3)nc(C)nc21 | -4% | nt | -3% | 6%
COC(=O)c1cc(NC2c3ccccc3C(=O)N2c2cccnc2)cc(C(=O)OC)c1 (stereo unspecified) | -2% | -1.5% | 2% | 1%
C=CCn1c(SCC(=O)O)nnc1-c1cccc(Cl)c1 | -16% | 3.0% | 8% | 2%
Cc1cc(NC(=O)Cn2cnc3c(cnn3C(C)(C)C)c2=O)no1 | -7% | 0.5% | -16% | 0%
Cc1nc2ccccc2c(=O)n1N | -1% | 0.9% | -2% | 4%
Cc1ccc2c(c1)Cc1c(nc(-c3ccc(Cl)cc3)nc1SCC(=O)N1CCCCC1)O2 | -8%[10.9 µM] | -1.3% | -14% | -1%
CCOC(=O)C1CCN(C(=O)c2cccnc2)CC1 | 11% | 0.0% | 3% | 5%
COc1ccc(CN(C(=O)CSc2nnc(-c3ccccc3C)o2)c2ccc(F)cc2)cc1 | nt | nt | -10% | -5%
O=C(O)c1ccc2c3c(ncnc13)-c1ccccc1C2=O | -16% | 0.8% | -11% | 6%
O=c1oc2c(CN3CCOCC3)c(O)c(Cl)cc2c2c1CCC2 | 1% | 0.0% | 2% | 9%
Cn1c(COc2ccccc2)nnc1SCC(=O)Nc1ccc2c(c1)OCO2 | nt | nt | -18% | -3%
Cc1cc(Nc2cccc(Cl)c2C)n2nc(Cc3ccccc3)nc2n1 | -6%[10.9 µM] | ? | -19% | 9%
COc1cccc(NC(=O)C2CCN(S(C)(=O)=O)CC2)c1 | 5% | 0.2% | 8% | -7%
Cc1cccc(CCNC(=O)c2ccc3c(c2)nc2n3CCCCC2)c1 | -7%[10.9 µM] | ? | 7.9µM* | 13µM*
O=C(NCCC1=CCCCC1)NC1CCCCC1 | -29% | 16% | -17% | -16%
CC(C)(C)c1ccc(-c2nc(SCCCOc3ccccc3)n3[nH]c(=O)cc3n2)cc1 | -4%[10.9 µM] | ? | 20µM* | 7%
O=C(CCc1ccccc1)Nc1ccc(NC(=O)c2ccco2)nc1 | -54%[inhibitor] | 0.1% | -9% | -22%
Cc1ccc(NC(=O)Cn2nc(Cc3ccncc3)c3ccccc3c2=O)c(Cl)c1 | -10%[10.9 µM] | 0.1% | -26% | -11%
CC(=O)NCCNc1ncnc2ccc(-c3ccccc3C#N)cc12 | -6% | -2.0%[11.4 µM] | 2% | -6%
COc1ccc(CNCCNC(=O)c2nonc2N)cc1OC | -7% | 3.0% | 0% | -7%

Brought forward from above: 4 entries; new compounds follow.
SMILES | Peg3 imprint | IkB sig inh | p53ts 39C kill | p53ts 32C kill
O=C(CCc1ccccc1)Nc1ccc(NC(=O)c2ccco2)nc1 | -54%[inhibitor] | 0.1% | -9% | -22%
Cc1ccc(NC(=O)Cn2nc(Cc3ccncc3)c3ccccc3c2=O)c(Cl)c1 | -10%[10.9 µM] | 0.1% | -26% | -11%
CC(=O)NCCNc1ncnc2ccc(-c3ccccc3C#N)cc12 | -6% | -2.0%[11.4 µM] | 2% | -6%
COc1ccc(CNCCNC(=O)c2nonc2N)cc1OC | -7% | 3.0% | 0% | -7%
Cc1ccc2nc3c(cc2c1)CN(Cc1ccco1)C(=NCC1CCCO1)S3 (stereo unspecified) | -29% | ? | 6% | -17%
Cc1cc2oc(C(=O)N(Cc3ccc(N(C)C)cc3)Cc3ccco3)c(C)c2cc1Cl | -5%[10.9 µM] | ? | -6% | 5%
CC(=O)Nc1ccc(Nc2nc3c(S(=O)(=O)c4cc(C)ccc4C)nnn3c3ccsc23)cc1 | -14%[10.9 µM] | -2.6% | 3% | 5%
COc1ccc(/C=C/c2nc(C#N)c(N3CCCCC3)o2)cc1OC | -4%[10.9 µM] | -1.6% | 2% | 0%
COc1ccc(NC(=O)C2CCCN(S(=O)(=O)c3c(C)n[nH]c3C)C2)cc1 (stereo unspecified) | -5% | 3.6% | 5% | 2%
Cc1cc(S(=O)(=O)Nc2cc3c(cc2NCc2ccccc2)n(C)c(=O)n3C)ccc1F | -11%[10.9 µM] | ? | -17% | -19%
OCCN(Cc1ccccc1)CC1CC2C=CC1C2 (stereo unspecified) | -17% | 1.2% | 8% | -6%
O=S(=O)(Cc1ccccc1Cl)Nc1ccccn1 | 0% | -0.6% | 4% | -1%
Cc1cccc(NC(=O)c2ccccc2Br)n1 | -49%[inhibitor] | ? | -3% | -4%
Cc1nc2ccc(S(=O)(=O)NC(C(=O)NCc3ccccc3Cl)C(C)C)cc2s1 (stereo unspecified) | -11%[10.9 µM] | 1.6% | 1% | 18%
Cc1cc(Br)ccc1NC(=O)CCN1C(=O)c2ccncc2C1=O | 5% | -0.4% | 15% | 13%
CCOc1ccc(Nc2ncnc3c2c(-c2ccccc2)cn3-c2cccc(C)c2)cc1 | -1%[10.9 µM] | 0.7% | -21% | -2%
COc1ccc(CNC(=O)C2Cc3cc(S(=O)(=O)N4CCCCCC4)ccc3N2C(C)=O)cc1 (stereo unspecified) | -10%[10.9 µM] | -0.5% | -10% | -7%
CN(c1ccccc1)C(CNS(=O)(=O)c1ccccc1)c1ccccc1 (stereo unspecified) | -8%[10.9 µM] | ? | -21% | 13%
CC(Sc1nc(N)cc(=O)[nH]1)C(=O)NC1CCCCC1 (stereo unspecified) | 2% | 0.2% | 10% | -5%
CCN1CCN(c2ncc3c(n2)CCN(CC(C)C)C3)CC1 | -18%[10.9 µM] | -1.0% | 16% | -2%
Cc1nnc(SCC(=O)N2CCOCC2)n1C | -1% | 0.4% | 9% | 40%[activator]
CCCOc1ccccc1C(=O)N1CCC(c2nc3ccccc3s2)CC1 | -16%[10.9 µM] | ? | -16% | 1%
Cc1ccc(S(=O)(=O)c2nc(-c3ccccc3F)oc2NCc2ccccc2)cc1 | -30%[10.9 µM] | 2.2% | 4% | 11%
COc1ccc(C(=O)NCC(c2ccc3c(c2)OCO3)N2CCOCC2)cc1 (stereo unspecified) | -19%[10.9 µM] | -1.5% | -8% | 12%
Cc1cccc(OCC(=O)N2CCC(c3nc4ccccc4o3)CC2)c1C | -4%[10.9 µM] | ? | 17% | -5%
CN(C)CCSc1nc(N)c2c3c(sc2n1)COC(C)(C)C3 | -25% | 2.3% | 47%[activator] | -4%
CC(C)C(c1nnnn1Cc1ccccc1)N1CCC(C(N)=O)CC1 (stereo unspecified) | 6% | -0.4% | 2% | 4%
CCCCOc1ccc(NC(=O)Cn2nnnc2-c2ccccc2F)cc1 | 18%[10.9 µM] | -0.1% | ? | 9%
CN1CCN(c2nc3c(c(=O)[nH]c(=O)n3C)n2CCCSc2ncccn2)CC1 | 1% | 0.0% | 13% | 1%
Cc1cc(C(C)(C)C)oc1C(=O)N1CCN(C(=O)c2oc(C(C)(C)C)cc2C)CC1 | 5% | 2.3% | 3% | 5%
Cc1cc(Nc2ccccc2N2CCOCC2)n2ncnc2n1 | 16% | 4.6% | 11% | -20%
Cc1ccc2c(CC(=O)OC(C)C(=O)NCc3ccc4c(c3)OCO4)coc2c1 (stereo unspecified) | -10% | 0.8% | 2% | -3%
O=C(Nc1nnc(S(=O)(=O)N2CCCCCC2)s1)c1ccc(Cl)cc1 | -13%[10.9 µM] | -1.1% | -11% | 1%
Cc1nn(-c2ccc(N3CCCC3)nn2)c(C)c1CCC(=O)Nc1ccc(F)c(Cl)c1 | -11%[10.9 µM] | ? | ? | -1%
Cc1ccc(C(=O)NCC(c2ccc3c(c2)OCO3)N2CCN(C)CC2)cc1C (stereo unspecified) | -7%[10.9 µM] | 0.3% | -18% | 2%
CCC(C)[C@H](N)c1nnc(SCc2cccc(F)c2)o1 (stereo partly specified) | 24% | -1.3% | 5% | 0%
COc1cc(NC(=O)c2cc3sccc3n2C)cc(OC)c1 | nt | ? | ? | ?
CN(C)CCNC(=O)Cc1ccc(NC(=O)N2CCCCc3ccccc32)cc1 | -12%[10.9 µM] | 2.6% | -23% | -7%
CCc1ccc(NC(=O)CCNS(=O)(=O)c2ccc3c(c2)oc(=O)n3C)cc1 | -10%[10.9 µM] | ? | 23% | 8%
O=C(c1ccc2c(c1)N(Cc1c(F)cccc1Cl)C(=O)c1ccccc1S2)N1CCCC1 | 5%[10.9 µM] | ? | 17% | 13%

Source: PubChem BioAssay (National Center for Advancing Translational Sciences (NCATS))
